TRAIL sens C8: viability loss with TRAIL in NB7+C8 cells, primary screen, TRAIL sensitizer project, cell-based, ATPlite luminescence. inhibition (viability loss, TRAIL sensitization), % at 10 µM. hit rate 1% among 360,000;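 active means compounds causing at least 50% loss of cell viability in the single-dose screen, relative to plate controls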
SRC2 inh: inhibition of GAL4-SRC2 driven luciferase reporter, primary screen, SRC2 inhibitor project, cell-based, luminescence; HEK293 GAL4-SRC2 luciferase reporter; inhibition, % at 9 µM; hit rate 0.17% among 370,000; AID 651957, 2012;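 active means inhibition above the mean inhibition of all tested compounds plus 3 SD, set per campaign, cut at about 52% in these data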;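 further: 0% = DMSO treated cells and 100% = cells given Gossypol at 36 µM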
NR5A2 inv ag: LRH-1 (NR5A2) inverse agonists, primary screen, cell-based, luminescence, HEK293T, StAR-luciferase reporter | LRH-1 transfected, 24 h | hit rate 0.13% among 360,000 | inhibition, % at 3.6 µM | Nuclear receptor subfamily 5 group A member 2 (Homo sapiens), O00482;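 active means inhibition above the mean inhibition of all tested compounds plus 3 SD, cut at about 73% in these data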;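 further: 0% = DMSO wells and 100% = reporter-only cells lacking LRH-1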
Target sequence (O00482 whole entry, looked up): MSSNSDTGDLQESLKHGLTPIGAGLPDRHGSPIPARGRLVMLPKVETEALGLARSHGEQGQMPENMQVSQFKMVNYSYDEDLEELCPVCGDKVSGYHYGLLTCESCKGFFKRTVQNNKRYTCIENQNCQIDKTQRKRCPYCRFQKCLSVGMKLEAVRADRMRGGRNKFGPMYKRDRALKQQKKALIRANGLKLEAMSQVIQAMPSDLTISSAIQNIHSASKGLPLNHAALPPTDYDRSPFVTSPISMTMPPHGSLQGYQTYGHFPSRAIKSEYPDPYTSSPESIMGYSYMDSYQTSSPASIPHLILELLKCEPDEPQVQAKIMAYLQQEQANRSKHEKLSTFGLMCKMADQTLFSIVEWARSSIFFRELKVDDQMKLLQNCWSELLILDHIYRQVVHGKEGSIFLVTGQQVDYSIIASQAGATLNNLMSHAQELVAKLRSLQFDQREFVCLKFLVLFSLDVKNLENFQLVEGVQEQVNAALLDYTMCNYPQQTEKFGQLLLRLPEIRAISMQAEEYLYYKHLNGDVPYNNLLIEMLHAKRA
TROY signal inh: inhibitors of TROY-driven NF-kB signaling, primary screen, Q293 LMP1-TROYcd cells, NF-kB luciferase, uHTS; Q293 LMP1-TROYcd NF-kB luciferase reporter, 4 h; inhibition, % at 10 µM; hit rate 0.98% among 360,000; AID 1347056, 2019;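 active means compounds whose plate-normalised and pattern-corrected inhibition of the luciferase reporter signal at the single screening dose is 50% or more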
EBV LMP1 NFkB: EBV LMP1-driven NF-kappaB luciferase reporter inhibitors, primary screen, cell-based, luminescence, single point; LMP1-induced NF-kappaB luciferase reporter cells; AID 504558, 2011; inhibition, % at 12.5 µM; hit rate 0.69% among 350,000; in the data active means inhibition above about 41%; inconclusive means no clear call, values can overlap the other calls;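 further: 0% = neutral control wells and 100% = reference inhibitor control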
TWEAK Fn14 block: inhibitors of TWEAK-Fn14 signaling, primary screen, luciferase reporter cells, uHTS | AID 1159606, 2016 | inhibition, % at 10 µM | hit rate 2% among 360,000 | TWEAK-stimulated Fn14 reporter cells, luciferase luminescence, 8 h; in the data active means inhibition above about 50%
SRC1 inh: SRC1 coactivator transcriptional activity inhibitors, primary screen, cell-based, luminescence | AID 588354, 2011 | hit rate 0.12% among 360,000 | Nuclear receptor coactivator 1 (Homo sapiens), Q15788 | inhibition, % at 3.6 µM | HEK293 GAL4-SRC1 luciferase reporter;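 active means inhibition above the campaign mean plus 3 SD, with each screening campaign given its own cutoff, cut at about 60% in these data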;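 further: 0% = DMSO treated cells and 100% = gossypol at 36 µM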
KKLEB tox: cytotoxicity in KKLEB CF airway cells, primary screen, cytotoxicity control for CF NF-kB inhibitor project, cell-based, uHTS, fluorescence assay plates | KKLEB CF airway cells viability, ATPlite luminescence, overnight; hits give low values; cells stimulated with P. aeruginosa culture filtrate | activity change (cytotoxicity), % at 5 µM | hit rate 0.36% among 360,000 | AID 602141, 2011;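 active means corrected activity change at or below -50% at 5 µM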
COUP-TFII inh: NR2F2 transcriptional activity inhibitors, primary screen, cell-based, luciferase reporter, HEK293T, luminescence; COUP transcription factor 2 (Homo sapiens), P24468; HEK293T NGFI-A luciferase reporter; inhibition, % at 8.6 µM; hit rate 0.7% among 370,000; AID 686940, 2013;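 active means inhibition above a per-plate cutoff, mean inhibition of test wells between control levels plus 3 SD, cut at about 38% in these data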;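 further: cells cotransfected with COUP-TFII expression vector driving the NGFI-A reporter; 0% = median of COUP-TF2 test wells and 100% = reporter-only cells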
Target sequence (P24468 whole entry, looked up): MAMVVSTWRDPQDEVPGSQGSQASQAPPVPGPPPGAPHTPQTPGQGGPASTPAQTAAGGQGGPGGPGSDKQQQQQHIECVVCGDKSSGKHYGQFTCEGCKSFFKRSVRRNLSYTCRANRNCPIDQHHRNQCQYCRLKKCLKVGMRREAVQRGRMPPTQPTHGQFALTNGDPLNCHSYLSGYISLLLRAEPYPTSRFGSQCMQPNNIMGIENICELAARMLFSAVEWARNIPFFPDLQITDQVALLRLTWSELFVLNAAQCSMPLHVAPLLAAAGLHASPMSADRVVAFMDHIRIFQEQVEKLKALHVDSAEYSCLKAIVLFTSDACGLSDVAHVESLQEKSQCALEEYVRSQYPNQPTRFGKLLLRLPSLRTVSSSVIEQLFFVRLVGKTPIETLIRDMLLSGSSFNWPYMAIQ
NCOA3 inh: SRC3 coactivator transcriptional activity inhibitors, primary screen, cell-based, luminescence; Nuclear receptor coactivator 3 (Homo sapiens), Q9Y6Q9; HEK293 GAL4-SRC3 luciferase reporter; inhibition, % at 3.6 µM; hit rate 0.17% among 360,000; AID 588352, 2011;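 active means inhibition above a per-campaign cutoff, the mean of all compounds plus 3 SD, cut at about 60% in these data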;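 further: 0% = DMSO-treated cells and 100% = gossypol-treated cells at 36 µM; higher means less SRC3-driven luciferase light from the GAL4 reporter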
CF NFkB inh: inhibitors of PAF-induced NF-kB signaling, primary screen, cell-based, GFP fluorescence, uHTS; inhibition, % at 5 µM; KKLEB NF-kB-GFP reporter, GFP fluorescence overnight; hit rate 0.86% among 360,000; AID 588850, 2011;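 active means at least 50% inhibition at 5 µM, scaled per plate between neutral and stimulator controls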;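 further: PAF is a Pseudomonas aeruginosa culture filtrate used as stimulus; plate controls were PAF-stimulated DMSO wells for no effect and unstimulated DMSO wells for full effect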
An asterisk follows results filed as active; ? = inconclusive; . = not tested or not shown. An unsorted share of the library; overall some 4.2% were active at least once.

SMILES,SRC1 inh,TROY signal inh,TRAIL sens C8,COUP-TFII inh,KKLEB tox,NCOA3 inh,TWEAK Fn14 block,NR5A2 inv ag,CF NFkB inh,EBV LMP1 NFkB,SRC2 inh
COc1cc(C(=O)NNC(=O)c2ccc3ccccc3n2)cc(OC)c1OC,-7,-25,8,-10,10,-13,-23,23,-23,9,-39
Cc1cccc(C)c1Nc1ncnc(N)c1[N+](=O)[O-],3,7,10,2,4,17,-12,0,4,-5,-5
Cc1ccc(Cl)c(OC(=O)c2nn(C(C)C)c(=O)c3ccccc23)c1,4,37,-7,1,11,10,49,-10,25,-1,-4
O=C(Nc1cccc2ccccc12)c1cnsn1,-3,-16,-3,-7,10,2,-4,-6,6,-1,-3
O=C(CNC(=O)c1ccco1)Nc1ccc(Cl)cc1,-36,-13,-11,1,-2,-34,-24,-54,5,12,-22
Cc1ccc(-c2csc(NC(=O)c3ccc(F)cc3)c2C(=O)O)cc1,-34,-15,12,-20,9,-29,28,-34,-3,1,-53
CC(C)NC1(C(N)=O)CCNCC1,7,-3,2,3,-3,-22,4,-29,5,6,14
COc1ccc(-c2ccc3c(c2)S(=O)(=O)c2cccc(C(=O)NCc4cc(C)oc4C(F)(F)F)c2C3=O)cc1OC,-10,-3,30,.,1,9,-49,-20,-1,86*,.
Cc1ccc(/C=N/NC(=O)c2ccc(C(=O)N/N=C/c3ccc(C)s3)o2)s1,-3,-43,20,-11,4,13,-12,5,-6,4,12
CCOc1ccc(NC(=S)N=Nc2c(O)[nH]c3ccccc23)cc1,-2,-19,12,-16,8,2,-3,4,-9,?,16
CCOC(=O)COc1ccc(C(=O)c2ccccc2)c(O)c1,13,-19,-6,-4,4,15,24,-12,6,-3,27
CC(C)CNc1oc(-c2ccco2)nc1C#N,-9,-7,-15,-4,-2,-4,-4,6,10,1,-10
NC(=O)NOCc1ncc(C(F)(F)F)cc1Cl,-9,11,3,11,3,3,-3,19,1,8,13
O=C(CSc1ccc2ccccc2c1)Nc1ccncc1,4,25,4,24,-12,3,28,18,1,-1,14
CC(C)N(C=O)C1(C(=O)NC2CCCCC2)CCCCC1,-1,-21,-10,-8,0,5,-4,-9,-3,22,-58
O=C(Cc1nnc(NC(=O)Nc2ccccc2)s1)NCc1ccccc1,2,-27,-6,6,1,-15,-6,-16,-3,-7,-5
CC(/C=N/NC(=O)c1ccncc1)=C\c1ccco1,1,0,9,-7,10,-1,0,3,5,6,-3
CCc1noc(C)c1C(=O)N(C)CC(=O)Nc1cccc(OC)c1,-7,6,8,-23,-3,-19,-2,-5,15,68*,-29
CCN1C(=O)N(CC)C(O)(c2ccccc2)C1(O)c1ccccc1 (centres undefined),-6,2,-18,-6,-1,-17,6,7,13,-7,-14
O=C(NCCCN1CCCC1=O)C1CCN(S(=O)(=O)c2c(Cl)cccc2Cl)CC1,2,-7,-20,10,10,12,1,1,-25,4,5
CN(C)CCCOC(=O)c1ccccc1Cl,2,3,-5,10,-6,26,-3,-2,-3,12,-8
O=C(c1ccc2oc(Cc3ccc(Cl)cc3)nc2c1)N1CCCCC1CCO (centres undefined),-25,-11,-1,1,22,5,-8,-19,-19,-2,-51
Cc1cc(C)nc(N/N=C2/CCCC/C2=C\c2ccccc2)n1,-2,15,23,-19,11,22,14,-24,0,10,-8
CSc1nc(NCC(C)C)nc(N2CCOCC2)n1,3,-3,-7,-11,1,4,13,-6,2,2,-5
CCCCCCCC(=O)Oc1ccc(C(=O)Nc2cc(C)on2)cc1,1,-43,13,-5,1,4,0,-16,-21,-6,12
CC(=O)c1ccc(N2CCN(S(=O)(=O)c3ccc4ccccc4c3)CC2)cc1,-1,15,5,23,14,-23,14,2,-16,-2,9
Cc1ccc(C(=O)Nc2ccc(N3CCOCC3)nc2)cc1,-53,-35,0,-28,9,-19,-11,-39,-4,-4,-17
Cc1ccc(C(=O)CCC(=O)N2CCN(c3ccc(F)cc3)CC2)cc1,3,24,-9,14,8,-5,-12,16,-21,1,-19
CCN1CCN(CC(O)COC(C)C)CC1 (centres undefined),-10,-2,4,-1,-5,18,1,-1,7,2,0
CCOc1ccc(C2C3=C(CC(C)(C)CC3=O)N(CCCOC)C3=C2C(=O)CC(C)(C)C3)cc1OC,-3,-2,-17,3,9,3,-5,-5,3,11,-21
O=C(CSc1nnc(-c2ccco2)o1)N1CCN(c2ccccc2)CC1,1,-29,0,-10,0,15,19,27,-3,1,15
Cc1ccc(Oc2ccc(OCC(=O)NC(CC(C)C)C(=O)O)cc2)cc1 (centres undefined),8,6,10,-4,-3,7,-8,17,5,-3,-3
Cc1cc(NC(=O)CSc2nnc(-c3ccncc3)n2-c2ccc(F)cc2)no1,3,1,-4,2,1,16,5,-1,0,-14,-38
Cc1ccc(OCCC(=O)OCC(=O)Nc2ccc(F)cc2)cc1,3,12,9,-5,-10,-4,1,10,-26,5,-9
Cc1ccc(NC(=O)C2CCCN2S(=O)(=O)c2ccc3c(c2)n(C)c(=O)c(=O)n3C)c(C)c1 (centres undefined),-13,3,1,7,20,6,2,-8,-14,-8,19
COc1ccc(C=C(C(=O)c2ccccc2)c2ccccc2)cc1,4,17,7,4,-17,12,8,13,0,.,0
NC(CCc1ccccc1)c1csc(Nc2ccc(C(=O)NCCCO)cn2)n1 (centres undefined),6,-2,14,-8,-4,21,13,-1,23,.,-7
CCOc1ccc(NC(=S)NCCCn2ccnc2)cc1,7,4,23,-5,-2,-5,2,5,-7,-7,-45
Cc1ccc(S(=O)(=O)N(c2nc(N(C)C)nc(N(C)C)n2)n2cnnc2)cc1,7,5,-14,-9,9,10,3,-1,0,-1,-13
O=C(c1ccc(CS(=O)c2ccccc2Cl)o1)N1CCN(C2CCCCC2)CC1 (centres undefined),5,0,19,-13,4,-26,-21,-67,-54,-27,-4
COc1ccccc1-c1coc2c(CN3CCOCC3)c(O)ccc2c1=O,2,10,3,10,2,-15,7,4,4,3,-15
Cc1cc(/C=C(/C#N)c2nc3ccccc3[nH]2)c(C)n1-c1cc(C(=O)O)cc(C(=O)O)c1,-9,-3,-4,-4,1,7,19,-1,-7,-4,12
CCc1cccc(OCCCCN(CC)CC)c1,-11,-13,-5,-6,2,-2,-12,2,-2,-15,-72
C=CCNc1nc2ccccc2nc1NS(=O)(=O)c1ccc(OC)cc1,4,9,3,16,13,-14,18,-4,6,-2,7
CC1(C)CC(=Cc2ccccc2[N+](=O)[O-])C(=O)c2ccccc21,-6,-28,-3,2,3,-1,-18,-2,23,2,-19
CCC(CC)C(=O)OCC(=O)Nc1cc(OC)c([N+](=O)[O-])cc1C,-53,-16,-2,-11,1,25,-18,11,-22,-14,-21
O=[N+]([O-])c1ccc(CNc2ccc(F)cc2)s1,-22,10,8,14,-2,-19,11,17,4,28,22
CSCC[C@H](NC(=O)[C@@H]1Cc2c([nH]c3ccccc23)C2c3ccccc3C(=O)N21)C(=O)NCC1CCCO1 (some centres undefined),-3,4,-13,8,-2,22,-6,8,-16,-9,-3
O=C(NCCCn1cccn1)C1CCC(=O)N(Cc2ccccc2F)C1 (centres undefined),-13,0,2,-1,-8,-6,-4,-7,13,-1,1
O=C(NCCCN1CCOCC1)c1cccc(NS(=O)(=O)c2ccc(Br)cc2)c1,1,1,15,-7,-2,12,6,-6,5,2,-6
COCCn1cnc2c(c1=O)c1nc3ccccc3nc1n2/N=C/c1ccco1,13,2,-15,-2,4,1,3,6,-41,-8,7
CN(C(=O)c1ccc(NC(=O)Cc2cccc(NC(=O)C3CCN(C(=O)C4CCC4)CC3)c2)cc1)C1CCCC1,4,3,-9,-13,0,3,-13,-11,5,0,5
Cc1ccc(CNC(=O)c2ccc3c(c2)S(=O)(=O)c2ccccc2C3=O)cc1,-37,10,6,-12,-15,4,-18,-13,0,5,6
Cn1c(N)c(C(=O)CSc2nnc(-c3ccccc3F)n2N)c(=O)n(C)c1=O,-36,-11,3,2,-4,20,17,15,3,-1,2
Cc1ccsc1/C=N/NC(=O)c1ccc2nc[nH]c2c1,-5,-38,0,5,-4,-22,9,-8,9,-14,-9
CCNC(=O)C1(C)CCCN(C(=O)c2cc3ccccc3s2)C1 (centres undefined),2,-11,-13,-17,-5,-12,-6,-8,13,.,8
COC(=O)C1=NN(C(=O)c2ccccc2)C(C)(O)C1 (centres undefined),-22,5,-13,2,-2,1,-17,13,-3,-2,2
CCOC(=O)C1(COCc2ccccc2)CCCCC1=O (centres undefined),-5,-20,-11,2,-15,7,-6,-4,11,1,6
CNc1ccc(/C=C2\CSc3ccccc3C2=O)cc1[N+](=O)[O-],-72,62*,23,-9,3,-1,83*,0,26,-8,-6
CCC1(C)OC(=O)N2CCc3c(C)[nH]c4c(C)ccc(c34)C21C (centres undefined),11,9,-8,10,-23,7,21,53,20,-7,19

The results go on.
SMILES,SRC1 inh,TROY signal inh,TRAIL sens C8,COUP-TFII inh,KKLEB tox,NCOA3 inh,TWEAK Fn14 block,NR5A2 inv ag,CF NFkB inh,EBV LMP1 NFkB,SRC2 inh
CCN1C(=O)c2cccc3c(S(=O)(=O)Nc4ccccc4OC)ccc1c23,-15,-32,14,-65,6,16,22,-10,-88,-16,-16
O=C(C[C@@H]1C/C=C\C[C@@H](Cc2ccc(F)cc2)C(=O)OC[C@@H]2CCCN2C1=O)NCCO,-10,3,-4,-10,13,-17,1,6,-9,3,-12
O=C(NCCCn1ccnc1)c1cc2c(s1)CCCC2,11,-24,-6,-14,-16,-28,18,21,19,2,-15
COc1ccc(CC(=O)N/N=C/c2c(C)n(C)c3ccccc23)cc1OC,6,-2,11,3,-8,-4,7,0,12,.,-15
CCCCc1c(-c2ccc(F)cc2F)ncn1CCc1ccccc1OC,.,-1,9,24,.,.,6,-30,.,.,1
CC(=O)Nc1ccc(S(=O)(=O)N2CCc3c(Cl)cccc3C2)cc1,10,18,5,35,-2,-7,14,-11,-30,-8,10
Cc1ccc(C(=O)N2CC=C(c3ccccc3)CC2)s1,4,-56,1,7,13,1,-32,-34,-38,-4,-14
